Screening data: PubChem BioAssay, Sanford-Burnham Center for Chemical Genomics
SENP1 FRET inh: inhibitors of human SENP1 SUMO protease catalytic domain | Q9P0U3 | recombinant SENP1 catalytic domain, CyPet-SUMO1-YPet FRET cleavage | inhibition, % at 10 µM | 360,000 compounds, 0.21% hits | AID 624204;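 active means inhibition at least 30% at 10 µM, raw YFP signal under a set limit, fluorescence ratio 0.5 to 1.5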;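 further: 0% = enzyme with DMSO and 100% = no enzyme wells; some results filed as inactive read as strong as hits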
Target sequence (Q9P0U3 419-644 limits assumed): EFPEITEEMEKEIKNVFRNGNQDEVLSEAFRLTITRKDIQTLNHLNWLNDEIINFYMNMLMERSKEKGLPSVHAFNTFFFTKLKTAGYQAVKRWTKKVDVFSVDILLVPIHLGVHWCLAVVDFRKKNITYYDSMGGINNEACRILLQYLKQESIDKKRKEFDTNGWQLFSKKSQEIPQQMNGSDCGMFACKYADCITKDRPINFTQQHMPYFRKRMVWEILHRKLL
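material = recombinant human SENP1 catalytic domain, His6-tagged | quantity = 20 pM enzyme | reagent = 25 nM SUMO1 FRET substrate | compound dosing = 10 µM single point, 0.5% DMSO | timing = 50 min enzyme reaction, room temperature, light-protected | detection = FRET, CFP and YFP emission | control set = no-enzyme low, enzyme-DMSO high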
ATG4B inh: inhibitors of human ATG4B cysteine protease. inhibition, % at 8.33 µM. 340,000 compounds, 0.51% hits. ATG4B cleavage of LC3-PLA2, NBD-HPC fluorescence, 1 h; in the data active means inhibition above about 40%
Target sequence (Q9Y4P1 whole entry, looked up): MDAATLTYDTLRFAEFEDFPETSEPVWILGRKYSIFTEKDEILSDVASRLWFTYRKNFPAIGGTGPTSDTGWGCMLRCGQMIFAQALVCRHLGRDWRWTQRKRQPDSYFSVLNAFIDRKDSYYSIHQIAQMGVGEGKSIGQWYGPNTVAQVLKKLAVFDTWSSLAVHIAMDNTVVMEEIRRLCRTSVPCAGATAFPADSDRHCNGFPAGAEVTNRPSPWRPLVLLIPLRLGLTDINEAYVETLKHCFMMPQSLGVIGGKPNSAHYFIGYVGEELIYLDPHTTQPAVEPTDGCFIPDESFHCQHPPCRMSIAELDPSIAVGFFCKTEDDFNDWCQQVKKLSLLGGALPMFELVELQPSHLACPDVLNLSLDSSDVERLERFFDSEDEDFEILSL
MPTP block: blocks calcium-induced mitochondrial swelling. AID 602449. isolated mouse mitochondria, Ca2+ swelling absorbance, 30 min. 360,000 compounds, 1.4% hits. inhibition, % at 10 µM;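 active means inhibition of 50% or more, scaled per plate between neutral and stimulator controls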;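 further: 0% = DMSO wells given calcium and 100% = 1 mM EGTA wells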
NR3A LBD binder: modulators (binders) of human NR3A ligand-binding domain. NR3A LBD differential scanning fluorimetry, Tm shift; 0% = protein alone, 100% = glycine-bound protein. AID 1259313. Tm shift relative to glycine control, % at 25 µM. 340,000 compounds, 2.5% hits;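 active means melting temperature shift of at least 10% of the positive control shift, at one fixed dose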
SENP6 inh: inhibitors of human SENP6 protease. Q9GZR1. Recombinant SENP6 catalytic domain, aminoluciferin luminescence. inhibition, % at 10 µM. 330,000 compounds, 1.8% hits. AID 2599;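 active means inhibition above about 50% at the single tested dose, limit read from the data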;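 further: plate controls were DMSO wells with enzyme for no effect and DMSO wells lacking enzyme for full effect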
hIAP act: human IAP activation; 330,000 compounds, 0.16% hits; activation factor at 10 µM; P09923; purified human IAP, CDP-Star luminescence, 30 min; hits give high values; 1 = vehicle-only enzyme, 0 = enzyme-free background;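 active means activation factor of the enzyme at least 2-fold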; further: the source names both 10 and 20 µM as test concentration; values of inactives mirror those of a sister screen read the other way
PfGluPho inh: PfG6PD (Plasmodium falciparum) enzyme inhibition; PfGluPho enzyme, NADPH resazurin-diaphorase fluorescence; inhibition, % at 20 µM; 350,000 compounds, 0.78% hits;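 active means inhibition reaching at least a set limit at 20 µM in the primary screen, cut at about 59% in these data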;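 further: 0% = DMSO wells with substrate and 100% = DMSO wells lacking glucose-6-phosphate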
SENP8 block: SENP8 (human) protease inhibition. 360,000 compounds, 0.64% hits. Q96LD8. inhibition, % at 20 µM. recombinant SENP8, Nedd8 substrate fluorescence; in the data active means inhibition mostly above about 40%, no sharp cut-off; inactive means mostly below about 27%
Target sequence (Q96LD8 whole entry, looked up): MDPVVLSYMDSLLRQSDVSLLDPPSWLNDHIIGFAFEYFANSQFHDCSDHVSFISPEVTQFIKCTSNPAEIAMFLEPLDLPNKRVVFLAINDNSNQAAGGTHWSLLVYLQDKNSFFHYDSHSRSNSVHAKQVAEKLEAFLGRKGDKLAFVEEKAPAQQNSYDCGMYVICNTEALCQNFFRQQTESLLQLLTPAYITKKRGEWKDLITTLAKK
* = called active by the depositor; i = inactive; / = no result given; & = joins results of further samples; ! = not confirmed by another sample.

1	Cc1ccc(/C=N/NC(=O)c2nnn(-c3nonc3N)c2CSc2ccccc2)s1
2	CC(C)N(Cc1nnc(-c2ccccc2Br)o1)C(=O)c1cc(Cl)nc2ccccc12
3	CCOC(=O)c1cc(C(=O)NC(C)c2ccccc2)c(C)[nH]c1=O (configuration not stated)
4	O=c1c2c3c(sc2n2cnnc2n1CCc1ccccc1)CCCC3
5	CCc1ccc2[nH]c3nc(SCc4nnc(-c5ccccc5)o4)nnc3c2c1
6	NS(=O)(=O)c1ccc(-n2nc(C(=O)O)cc2-c2ccc(Cl)cc2)cc1
7	CC12CCC(C(=O)N(NC(=O)c3cc(Cl)ccc3O)C1=O)C2(C)C (configuration not stated)
8	CCCNC(=O)COC(=O)C1CCN(S(=O)(=O)c2ccc3c(c2)OCCO3)CC1
assay / compound	1	2	3	4	5	6	7	8
SENP1 FRET inh	-4	0	-2	-1	2	2	-1	0
ATG4B inh	6	-3	1	12	1	-2	-3	-3
MPTP block	0.7	-0.6	-0.2	-1.8	4.3	-2.7	21	-0.9
NR3A LBD binder	30*	-3	6	3	0	0	0	0
SENP6 inh	0	-9	-6	-7	-15	-2	-12	-18
hIAP act	1	0.88	0.94	1.2	1.2	1	1.1	1
PfGluPho inh	8	-4	10	19	2	-1	-10	0
SENP8 block	-134	6	-25	22	3	2	i	-3

9	Cc1sc2nc(SCc3nc(-c4cccs4)no3)n(-c3ccccc3)c(=O)c2c1C
10	Cc1cccc(Nc2ccccc2C(=O)OCC(=O)N2CCOCC2)c1C
11	CCn1cc(C(=O)N2CCCC(CO)(Cc3ccccc3C)C2)cn1 (configuration not stated)
12	COc1cccc(C(=O)NCCSc2ccc(C)cc2)c1
13	CCOC(=O)C1CCN(C(=O)CCS(=O)(=O)c2ccc3c(c2)CC(C)N3C(=O)CC)CC1 (configuration not stated)
14	COc1ccc(CNC(=O)c2ccc(NC(=O)C3=CSCCO3)cc2)cc1
15	CCN(C[C@H]1N[C@@](C)(C(=O)OC)[C@H]2C(=O)N(Cc3ccccc3)C(=O)[C@@H]12)S(=O)(=O)c1ccccc1
16	N#Cc1c(-c2ccc(F)cc2)c(-c2ccc(F)cc2)nn(CCO)c1=O
assay / compound	9	10	11	12	13	14	15	16
SENP1 FRET inh	1	0	1	2	3	1	0	0
ATG4B inh	9	-9	-7	-7	1	1	-2	0
MPTP block	0.7	1.2	-2.4	1.4	0.3	-0.4	0.0	0.0
NR3A LBD binder	-1	-1	1	0	-1	1	-2	1
SENP6 inh	-5	-13	9	-6	-8	1	15	/
hIAP act	1.1	0.82	1.2	1.2	1.4	1.1	0.93	/
PfGluPho inh	-11	20	-1	3	-23	-11	3	-3
SENP8 block	4	-92	8	16	7	-2	7	-260

In a second layout: two of the compounds above
Order of results: SENP1 FRET inh, ATG4B inh, MPTP block, NR3A LBD binder, SENP6 inh, hIAP act, PfGluPho inh, SENP8 block
13	CCOC(=O)C1CCN(C(=O)CCS(=O)(=O)c2ccc3c(c2)CC(C)N3C(=O)CC)CC1 (configuration not stated)
    3, 1, 0.3, -1, -8, 1.4, -23, 7
14	COc1ccc(CNC(=O)c2ccc(NC(=O)C3=CSCCO3)cc2)cc1
    1, 1, -0.4, 1, 1, 1.1, -11, -2

(list continues)
17	COc1ccc(CC(=O)OCc2cc3cccc(C)c3[nH]c2=O)cc1
18	Cc1ccc(NC(=O)CN2CC(C)SC2=NC2CCCCC2)cc1 (configuration not stated)
19	COc1ccc(C)c2sc(N(CCCN(C)C)C(=O)c3ccc4c(c3)OCCO4)nc12
20	O=C(NC1CC1)C1=C[C@H](C2CC2)C[C@H](OCCCCO)O1
21	Cc1ccc(OCCCC(=O)ON=C(N)c2ccccc2C)cc1
22	C[C@@H]1CN([C@@H](C)CO)S(=O)(=O)c2ccc(Br)cc2O[C@H]1CN(C)C(=O)C1CCOCC1
23	CCCc1cc(C(=O)N2CCN(S(=O)(=O)c3ccc(OC)c(OC)c3)CC2)cs1
24	COc1ccc(NS(=O)(=O)c2cc(-c3cnc(C4CC4)o3)ccc2C)cc1
assay / compound	17	18	19	20	21	22	23	24
SENP1 FRET inh	0	0&1	-59	0	2	-2	0	5
ATG4B inh	-4	4&-2	-9	-5	17	/	-5	-3
MPTP block	-1.4	52*!	-0.7	-1.2	-1.7	-1.1	0.3	0.1
NR3A LBD binder	-2	-1&1	2	-1	5	/	0	-10
SENP6 inh	-4	-10	-11	-15	2	/	3	11
hIAP act	1.1	1.3	0.96	1.2	0.9	/	0.91	0.94
PfGluPho inh	0	-12&-4	3	0	9	-6	12	-14
SENP8 block	-29	13&20	17	9	4	10	4	13

25	CC(C)Cc1ccc(S(=O)(=O)NCC2CCCO2)cc1 (configuration not stated)
26	Cc1ccccc1NC(=O)C[n+]1cc(-c2ccccc2)n2c1CCC2
27	Cc1cc(C)c2nc(-c3ccco3)cc(C(=O)O)c2c1
28	COc1ccc(C2N=C(c3ccccc3)C(C)(C)N2O)cc1OC (configuration not stated)
29	COC1CCN(Cc2c(C(=O)N3C[C@@H](C)O[C@@H](C)C3)nc3ccc(Cl)cn23)CC1
30	Cc1ccnc2nc(C(=O)NCc3cccs3)nn12
31	O=C(Cn1cc(COc2ccccc2C(F)(F)F)nn1)c1ccc(O)cc1
32	Cc1ccc(/C=N/N2CCN(Cc3ccccc3)CC2)o1
assay / compound	25	26	27	28	29	30	31	32
SENP1 FRET inh	-2	-1	-8	0	-2	-4	3	-3
ATG4B inh	-4	2	24	5	24	3	/	7
MPTP block	-0.7	2.4	0.3	0.5	0.6	1.7	-1.6	0.6
NR3A LBD binder	0	-1	2	-1	0	1	3	-2
SENP6 inh	24	-8	-3	-1	15	9	/	-14
hIAP act	1.2	1.1	0.96	0.86	0.87	0.99	/	1.6
PfGluPho inh	4	-12	23	10	-1	-6	-3	-10
SENP8 block	9	10	-450	2	4	17	19	13

33	CCC1Sc2ccc(S(=O)(=O)CCC(=O)Nc3cccc(Br)c3)cc2NC1=O (configuration not stated)
34	CC1=NNC(=O)C1CCC(=O)N/N=C(\C)c1ccc(Cl)cc1 (configuration not stated)
35	CCOC(=O)[C@H]1[C@H]2COc3cc(OC)ccc3[C@@H]2N2C(=O)c3cc(OC)c(OC)cc3NC(=O)[C@@]12C
36	O=C(NC1CC1)c1cccc(NC(=O)c2cn3ccccc3n2)c1
37	O=C(O)c1nccnc1C(=O)Nc1ccc(Cl)cc1Cl
38	Cc1ccc(C(=O)NC(C)CCc2ccccc2)cc1[N+](=O)[O-] (configuration not stated)
39	COc1ccc(CN(C(=O)Cc2c[nH]c3ccccc23)C(C(=O)NC2CCCCC2)c2ccc(C)o2)cc1 (configuration not stated)
40	O=C(C1CCCN(S(=O)(=O)c2cccs2)C1)N1CCc2ccccc2C1 (configuration not stated)
assay / compound	33	34	35	36	37	38	39	40
SENP1 FRET inh	3	2	-20	1	1	0	-3	-6
ATG4B inh	-18	-6	-5	-1	5	-12	-3	17
MPTP block	-0.2	4.0	-1.3	-0.8	-0.1	4.1	10	0.0
NR3A LBD binder	0	0	0	1	0	-1	6	-4
SENP6 inh	6	5	-1	19	-20	2	-3	-13
hIAP act	1.4	1	0.91	1.1	1.3	1.1	0.83	1.1
PfGluPho inh	18	18	14	-4	-10	2	13	5
SENP8 block	7	10	-25	5	8	9	12	39

Structures shown so far with four or more nitrogen atoms, in the order listed:
1	Cc1ccc(/C=N/NC(=O)c2nnn(-c3nonc3N)c2CSc2ccccc2)s1
2	CC(C)N(Cc1nnc(-c2ccccc2Br)o1)C(=O)c1cc(Cl)nc2ccccc12
4	O=c1c2c3c(sc2n2cnnc2n1CCc1ccccc1)CCCC3
5	CCc1ccc2[nH]c3nc(SCc4nnc(-c5ccccc5)o4)nnc3c2c1
9	Cc1sc2nc(SCc3nc(-c4cccs4)no3)n(-c3ccccc3)c(=O)c2c1C
29	COC1CCN(Cc2c(C(=O)N3C[C@@H](C)O[C@@H](C)C3)nc3ccc(Cl)cn23)CC1
30	Cc1ccnc2nc(C(=O)NCc3cccs3)nn12
34	CC1=NNC(=O)C1CCC(=O)N/N=C(\C)c1ccc(Cl)cc1 (configuration not stated)
36	O=C(NC1CC1)c1cccc(NC(=O)c2cn3ccccc3n2)c1
assay / compound	1	2	4	5	9	29	30	34	36
SENP1 FRET inh	-4	0	-1	2	1	-2	-4	2	1
ATG4B inh	6	-3	12	1	9	24	3	-6	-1
MPTP block	0.7	-0.6	-1.8	4.3	0.7	0.6	1.7	4.0	-0.8
NR3A LBD binder	30*	-3	3	0	-1	0	1	0	1
SENP6 inh	0	-9	-7	-15	-5	15	9	5	19
hIAP act	1	0.88	1.2	1.2	1.1	0.87	0.99	1	1.1
PfGluPho inh	8	-4	19	2	-11	-1	-6	18	-4
SENP8 block	-134	6	22	3	4	4	17	10	5
